Assay outcomes deposited in PubChem by several laboratories.
MsrA act – bovine MsrA enzyme activators, primary screen, biochemical, absorbance, HTS; purified bovine MsrA, absorbance read-out; activation, % at 10.6 µM; 360,000 compounds, 0.3% hits; AID 602163, 2012; in the data active = activation above about 7.5%;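 note: 0% = vehicle and 100% = reference activator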
PABP1 MLLE inh – inhibitors of PABP1 MLLE–PAM2 peptide binding, primary screen, biochemical, fluorescence polarization, FITC-PAM2, GST-MLLE; AID 588489, 2011; Polyadenylate-binding protein 1 (Homo sapiens), P11940; inhibition, % at 20 µM; 360,000 compounds, 0.36% hits; in the data active = inhibition above about 35%, passing the limit was not always enough;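 note: plate controls were DMSO wells with GST-MLLE for no effect and wells lacking GST-MLLE protein for full effect; some results filed as inactive read as strong as hits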
E coli Lon inh – inhibitors of E. coli Lon protease, primary screen, biochemical, fluorescence polarization; P0A9M0; purified E. coli Lon protease; inhibition, % at 7.94 µM; 360,000 compounds, 0.42% hits; AID 602123, 2011; in the data active = inhibition above about 13%, passing the limit was not always enough;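 note: 0% = enzyme with probe and DMSO and 100% = no enzyme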
SKN-1 block – suppressors of acrylamide-induced Pgst-4::GFP reporter in worms, primary screen, SKN-1 inhibitor project, whole organism, uHTS, GFP/RFP fluorescence ratio, strain VP596; C. elegans VP596 Pgst-4::GFP/RFP ratio, 24 h; inhibition, % at 21.8 µM; 360,000 compounds, 0.49% hits;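 active = interference check ratio from 0.5 to 1.5 plus GFP to RFP signal ratio inhibition reaching or exceeding a fixed threshold, cut at about 30% in these data, passing the limit was not always enough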; note: some compounds called inactive have numbers as strong as hits
NRP1-CendR mod – modulators of CendR peptide binding to NRP-1, primary screen, biochemical, fluorescence polarization, uHTS; Neuropilin-1 (Homo sapiens), O14786; FAM-RPARPAR peptide binding to NRP-1; inhibition, % at 25 µM; 360,000 compounds, 0.85% hits; AID 602438, 2012;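 active = inhibition or corrected inhibition above about 18%, plus a signal ratio from 0.5 to 1.5, limit read from the data, passing the limit was not always enough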; note: strong numbers were not always called active
Target sequence (O14786 whole entry, looked up): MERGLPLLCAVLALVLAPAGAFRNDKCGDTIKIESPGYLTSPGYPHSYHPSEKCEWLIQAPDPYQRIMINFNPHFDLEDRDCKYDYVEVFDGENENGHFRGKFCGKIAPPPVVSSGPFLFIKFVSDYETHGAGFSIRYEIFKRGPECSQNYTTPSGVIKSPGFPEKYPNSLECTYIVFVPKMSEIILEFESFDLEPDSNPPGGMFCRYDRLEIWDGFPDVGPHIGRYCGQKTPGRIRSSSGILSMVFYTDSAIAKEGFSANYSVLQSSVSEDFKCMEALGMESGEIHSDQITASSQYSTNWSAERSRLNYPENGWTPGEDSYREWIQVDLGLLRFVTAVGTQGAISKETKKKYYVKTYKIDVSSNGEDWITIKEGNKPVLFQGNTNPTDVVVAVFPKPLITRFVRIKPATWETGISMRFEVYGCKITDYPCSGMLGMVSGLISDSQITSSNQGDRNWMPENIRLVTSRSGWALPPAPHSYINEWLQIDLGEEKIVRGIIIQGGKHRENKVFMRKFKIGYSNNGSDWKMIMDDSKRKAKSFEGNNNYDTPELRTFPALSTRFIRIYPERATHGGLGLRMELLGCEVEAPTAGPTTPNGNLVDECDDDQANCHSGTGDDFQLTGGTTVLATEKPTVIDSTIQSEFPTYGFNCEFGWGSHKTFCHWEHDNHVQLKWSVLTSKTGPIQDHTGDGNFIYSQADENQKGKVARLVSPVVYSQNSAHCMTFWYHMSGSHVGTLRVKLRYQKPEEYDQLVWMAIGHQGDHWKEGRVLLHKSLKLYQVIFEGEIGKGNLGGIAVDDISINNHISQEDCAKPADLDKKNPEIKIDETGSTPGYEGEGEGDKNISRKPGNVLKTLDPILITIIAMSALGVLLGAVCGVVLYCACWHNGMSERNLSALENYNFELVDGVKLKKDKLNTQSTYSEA
FAS-TE inh – FAS thioesterase domain inhibitors, primary screen, biochemical, fluorescence intensity, uHTS | Fatty acid synthase (Homo sapiens), P49327 | inhibition, % at 15 µM | 360,000 compounds, 0.67% hits | recombinant FAS-TE, OMFH fluorogenic substrate, fluorescence endpoint;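 active = compounds whose normalised, plate-corrected inhibition of enzyme fluorescence in the single-dose primary screen is 50% or more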;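 note: 0% = DMSO with enzyme and 100% = substrate without enzyme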
MsrA inhibitor – bovine MsrA enzyme inhibitors, primary screen, biochemical, absorbance, HTS. purified bovine MsrA, absorbance read-out. AID 651718, 2012. inhibition, % at 15.5 µM. 360,000 compounds, 0.75% hits; in the data active = inhibition above about 4.5%;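 note: 0% = vehicle wells with enzyme and 100% = reference inhibitor wells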
MT1-MMP act inh – blockers of MT1-MMP proenzyme processing, primary screen, HT1080 RFP-PRO-GFP cells, GFP/RFP fluorescence. Matrix metalloproteinase-14 (Homo sapiens), P50281. GFP/RFP ratio fluorescence, overnight; percent of plate control window, DMSO zero. GFP/RFP ratio change, % at 20 µM. 360,000 compounds, 0.061% hits. AID 651647, 2012;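 active = GFP/RFP ratio change of at least 30% with cell ATP level not reduced by more than half and red fluorescence within 50% of control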; note: strong numbers were not always called active
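system = RFP-PRO-GFP reporter HT1080 cells | dosing = 20 µM single dose, 1% DMSO | timing = overnight cell settling, then overnight compound exposure, 37 °C, 5% CO2 | read-out basis = GFP/RFP fluorescence ratio | controls = DMSO and RFP-L50D-GFP cell wells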
TbMetRS inhib – T. brucei MetRS inhibitors, primary screen, biochemical, luminescence. purified T. brucei MetRS, ATP depletion, Kinase-Glo luminescence. inhibition, % at 11.9 µM. 360,000 compounds, 0.4% hits;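 active = inhibition above a per-plate cutoff of the control wells' mean inhibition plus 3 SD, cut at about 5.5% in these data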;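 note: 0% = DMSO wells median and 100% = median of wells with control inhibitor compound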
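Test system: purified T. brucei MetRS enzyme. Also added: ATP, methionine and E. coli bulk tRNA substrates. Compound: 11.9 µM single point. Schedule: 15 min enzyme-compound preincubation, 2 h reaction, 10 min detection, 25 °C. Signal: luciferase luminescence of residual ATP, Kinase-Glo. Evaluation: percent inhibition versus plate control medians. Controls: DMSO wells, low control.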
Starred values were filed as active, the others as inactive; . = not tested or not shown.

SMILES	MsrA act	PABP1 MLLE inh	E coli Lon inh	SKN-1 block	NRP1-CendR mod	FAS-TE inh	MsrA inhibitor	MT1-MMP act inh	TbMetRS inhib
COc1ccc(-n2nc(C(=O)NCC(=O)NCCCN3CCCCCC3)c3ccccc3c2=O)cc1Cl	-10	-17	3	-1	-8	-2	0.7	1	-1.2
COc1cccc(C(=O)Nc2ccc3ccccc3c2)c1	-5	12	10	6	13	12	-0.3	4	0.1
O=C(NCc1ccco1)C1CCCN(S(=O)(=O)c2ccccc2)C1 (centres undefined)	-3	1	6	-1	5	-3	0.1	7	0.1
O=C(O)c1cccnc1SC1CC(=O)N(c2ccc(OC(F)F)cc2)C1=O (centres undefined)	-2	3	2	2	9	-6	-0.1	-3	1.5
O=C(O)c1sccc1S(=O)(=O)c1ccccc1	-3	9	-4	2	-6	-4	0.7	-1	-0.4
COc1cc(C(=O)NCCCN2CCCC2=O)ccc1OCc1ccc(Cl)cc1Cl	0	4	1	6	12	3	-0.6	3	0.9
Cc1ccc(S(=O)(=O)N[C@@H](Cc2ccccc2)C(=O)N2CCC(C(=O)N[C@@H](CCC(N)=O)C(=O)O)CC2)cc1	0	-8	4	7	7	-4	-1.5	-4	0.4
CCc1nc(C)ccc1OCC(=O)O	-8	-3	1	8	10	-6	0.7	0	-1.1
CCCCn1nc2cc(C(=O)NCC34CC5CC(CC(C5)C3)C4)ccc2c1OCC	-4	0	-3	7	14	11	-0.5	2	-0.4
COc1cc(C(=S)N2CCCC2)ccc1OCC(N)=O	-2	2	-1	-3	-1	-5	0.7	-2	-0.6
CC(=O)Nc1ccc2nc3c(=O)n(C)c(=O)n(C)c3nc2c1	-3	69	68*	7	42*	-8	0.0	-20	0.0
CCCn1nc(C(=O)NNC(=O)c2ccc(C)c(C)c2)c2ccccc2c1=O	-1	-5	3	3	-2	-3	-0.5	-2	-0.3
COc1ccc(NC2CCCN(C(=O)C3(C)CCCCC3)C2)cc1 (centres undefined)	-4	-10	-1	20	8	3	0.0	-1	-0.6
CCOC(=O)C1CCCN(CCC(=O)Nc2ccccc2C)C1 (centres undefined)	-2	1	-6	0	23*	-8	1.1	0	-0.5
CCN(C(=O)c1c(OC)cccc1OC)c1nnc(-c2cccnc2)s1	-11	0	-2	-8	2	-4	-0.7	0	-1.4
CCOc1ccc(NC(=O)C2CCN(c3nnnn3-c3ccccc3)CC2)cc1	-4	-1	-2	-25	0	-4	1.9	1	-0.7
COc1ccc(C2(C)C(C#N)C(=O)NC(=O)C2C#N)cc1 (centres undefined)	-4	11	-11	11	9	-6	0.6	1	-0.3
O=c1c2c3c(sc2nc2n1CCC2)CCCC3	-2	2	3	2	-8	-3	0.4	1	1.1
COC(C[C@@H](O)CC(=O)[C@H](C)OCc1ccccc1)OC	-1	-26	-12	-2	2	-9	-0.4	6	-0.3
CCc1ccc(-n2c(=O)c3ccccc3n3c(=S)[nH]nc23)cc1	-2	-48	-10	-12	3	-2	0.0	3	-0.9
COC(=O)[C@H]1C[C@@]2(O)CN(S(=O)(=O)c3ccc(C)cc3)C[C@@]2(OC(=O)NCC2CCCCC2)C[C@H]1C(=O)OC	-5	11	7	-3	4	2	1.1	1	-1.2
CC(C)(C)c1ccc(C(O)c2ncc(-c3ccccc3F)[nH]2)cc1 (centres undefined)	-2	-3	-11	3	5	12	-1.1	-7	0.4
Cc1ccc(N2CC(C(N)=O)CC2=O)cc1C (centres undefined)	-3	6	-4	10	6	-7	0.7	0	-0.1
CCN(CC)C(=O)CSc1nc(-c2ccccc2)cc(=O)[nH]1	-2	-2	6	5	-11	-2	-0.3	-3	-0.4
COc1ccccc1CNS(=O)(=O)c1ccc2c(c1)CC(C)N2C(=O)C1CC1 (centres undefined)	-2	-6	-2	-11	-2	2	-1.6	-2	0.2

10 compounds out of the list, arranged by count of non-hydrogen atoms, smallest number first:
SMILES	MsrA act	PABP1 MLLE inh	E coli Lon inh	SKN-1 block	NRP1-CendR mod	FAS-TE inh	MsrA inhibitor	MT1-MMP act inh	TbMetRS inhib
CCc1nc(C)ccc1OCC(=O)O	-8	-3	1	8	10	-6	0.7	0	-1.1
COc1cccc(C(=O)Nc2ccc3ccccc3c2)c1	-5	12	10	6	13	12	-0.3	4	0.1
CCN(CC)C(=O)CSc1nc(-c2ccccc2)cc(=O)[nH]1	-2	-2	6	5	-11	-2	-0.3	-3	-0.4
CCc1ccc(-n2c(=O)c3ccccc3n3c(=S)[nH]nc23)cc1	-2	-48	-10	-12	3	-2	0.0	3	-0.9
CC(C)(C)c1ccc(C(O)c2ncc(-c3ccccc3F)[nH]2)cc1 (centres undefined)	-2	-3	-11	3	5	12	-1.1	-7	0.4
CCN(C(=O)c1c(OC)cccc1OC)c1nnc(-c2cccnc2)s1	-11	0	-2	-8	2	-4	-0.7	0	-1.4
O=C(O)c1cccnc1SC1CC(=O)N(c2ccc(OC(F)F)cc2)C1=O (centres undefined)	-2	3	2	2	9	-6	-0.1	-3	1.5
CCCn1nc(C(=O)NNC(=O)c2ccc(C)c(C)c2)c2ccccc2c1=O	-1	-5	3	3	-2	-3	-0.5	-2	-0.3
CCCCn1nc2cc(C(=O)NCC34CC5CC(CC(C5)C3)C4)ccc2c1OCC	-4	0	-3	7	14	11	-0.5	2	-0.4
COC(=O)[C@H]1C[C@@]2(O)CN(S(=O)(=O)c3ccc(C)cc3)C[C@@]2(OC(=O)NCC2CCCCC2)C[C@H]1C(=O)OC	-5	11	7	-3	4	2	1.1	1	-1.2

More structures follow:
SMILES	MsrA act	PABP1 MLLE inh	E coli Lon inh	SKN-1 block	NRP1-CendR mod	FAS-TE inh	MsrA inhibitor	MT1-MMP act inh	TbMetRS inhib
O=C(Nc1nnc(-c2ccco2)o1)c1ccc(Cl)s1	-3	-20	0	-11	-1	-5	2.3	6	-0.3
COc1cccc2cc(C(=O)N(C)C)c(=O)oc12	-8	-9	-6	-18	6	-8	-0.5	3	-0.8
Cc1ccc(S(=O)(=O)NC(C)C(=O)OCC(=O)Nc2sccc2C(N)=O)cc1 (centres undefined)	0	-1	-6	-8	11	-5	-1.0	0	0.2
CCOC(=O)c1sc(S(C)(=O)=O)c2c1CC(C)(C)C/C2=N/O	-1	-8	0	16	-1	-6	1.1	1	-0.2
Cc1cc(OCC(=O)Nc2cc(-c3nn4c(C)nnc4s3)ccc2C)ccc1Cl	-1	-15	2	10	-25	5	0.1	-3	-0.1
COC(=O)c1ccc(CSc2nc3c(c(=O)n2-c2ccc(C)cc2)SCC3)o1	-3	4	-18	-7	10	24	2.3	3	-0.4
O=C(c1cccc(S(=O)(=O)N2CCCCC2)c1)N1CCCCC1	1	-1	4	21	0	-3	-0.2	6	2.1
O=c1cc[nH]c2c1ccc1c(=O)cc[nH]c12	1	4	3	2	8	-1	1.1	-9	0.6
COC(=O)c1ccc(OC)c(CN2CCCN(Cc3cc(C)ccc3C)S2(=O)=O)c1	-1	6	14	4	2	26	1.9	-1	-0.3
O=C(CSc1ncn(-c2ccccc2)n1)NCc1ccccc1	1	28	1	4	-3	-4	-0.7	-5	0.0
COC(=O)[C@@H]1C[C@@]2(Br)c3ccccc3N(S(=O)(=O)c3ccccc3)[C@H]2N1C(=O)OC	-1	-19	3	16	7	3	-0.5	-4	1.1
CCCC(=O)NCCc1ccc(S(N)(=O)=O)cc1	-8	-3	-1	4	1	-3	-0.4	6	-1.4
O=C(Nc1ccc(Br)cc1)C1CCCN(S(=O)(=O)c2cccnc2)C1 (centres undefined)	-2	-5	5	4	-2	8	1.0	-1	0.6
NC1=NC(=O)C(Cc2cccc(Cl)c2Cl)S1 (centres undefined)	-13	-3	5	-14	-1	-11	-0.4	-7	-0.9
O=C1NC2(CCCCC2)C(=O)N1Cc1ccc([N+](=O)[O-])cc1	-2	-9	-3	10	-4	10	-0.4	1	-0.1
CCOc1ccc(C(=O)Nc2ccc(N3CCN(C(C)=O)CC3)cc2)cc1[N+](=O)[O-]	-4	4	5	-3	3	6	-0.3	1	-0.1
CC(=O)Nc1ccc2oc(-c3ccccc3Br)nc2c1	-5	3	-3	11	24	-6	0.6	-1	0.2
Cc1nn(C)c(=O)n1-c1ccc(Oc2ccccc2)cc1	-3	4	-3	-20	-7	-3	0.1	8	-0.6
Cc1ccc(OCC(=O)Nc2cccc3nsnc23)c(C)c1	-4	0	-5	-14	9	5	-0.9	-4	-1.8
O=C1Nc2ccccc2C1Cc1ccc(OC(F)(F)F)cc1 (centres undefined)	-3	-9	13	11	7	4	1.0	-2	-0.8
Cc1nc(C)c(-c2csc(N)n2)s1	0	3	-2	0	1	-4	-1.2	-1	0.1
O=C(CSc1nc(-c2ccccc2)c(-c2ccccc2)[nH]1)NCC1CCCO1 (centres undefined)	-6	-27	-5	0	13	-5	0.1	-3	-0.4
CCOC(=O)[C@]12CCC=C1N(Cc1ccc3c(c1)OCO3)C(=O)[C@H](CC(=O)NCC13CC4CC(CC(C4)C1)C3)C2	-4	.	-3	5	16	17	1.9	-3	-1.5
CNC(=O)NCC12CC3CC(CC(C3)C1)C2	-3	5	-5	6	2	-2	-0.5	10	0.1
CC1CC(C)CN(S(=O)(=O)c2cccc3nonc23)C1 (centres undefined)	-5	-1	2	-7	1	8	-0.2	1	-0.6

The listing continues.
SMILES	MsrA act	PABP1 MLLE inh	E coli Lon inh	SKN-1 block	NRP1-CendR mod	FAS-TE inh	MsrA inhibitor	MT1-MMP act inh	TbMetRS inhib
Cc1cccc(NC(=O)c2cnn3ccccc23)c1C	-3	2	1	-1	-12	-7	0.4	-11	-0.3
CC(C)[C@@H]1COC(c2cccc(C3=N[C@H](C(C)C)CO3)n2)=N1	-2	8	3	-2	1	-3	-0.7	0	-0.2
C=CCNC(=O)c1c(Br)cnn1-c1ccc(C)cc1	0	-9	3	10	-3	4	-0.2	-1	-0.2
O=C(CCNS(=O)(=O)c1ccc(OC(F)(F)F)cc1)N1CCCC1	-2	-7	-6	14	7	-6	0.6	1	-0.3
CCCCNC(=O)C1CC(=O)N(C2CCCC2)C1 (centres undefined)	-6	-6	-6	-5	-1	-6	-0.1	-1	-0.7
Cc1ccc(N(CC(=O)NCc2ccccc2)C(=O)CCC(=O)Nc2nccs2)cc1	0	-3	5	4	6	4	-1.2	-1	-0.4

Reformatted: two of the compounds above.
> Cc1ccc(N(CC(=O)NCc2ccccc2)C(=O)CCC(=O)Nc2nccs2)cc1
  MsrA act = 0 | PABP1 MLLE inh = -3 | E coli Lon inh = 5 | SKN-1 block = 4 | NRP1-CendR mod = 6 | FAS-TE inh = 4 | MsrA inhibitor = -1.2 | MT1-MMP act inh = -1 | TbMetRS inhib = -0.4
> CC(C)[C@@H]1COC(c2cccc(C3=N[C@H](C(C)C)CO3)n2)=N1
  MsrA act = -2 | PABP1 MLLE inh = 8 | E coli Lon inh = 3 | SKN-1 block = -2 | NRP1-CendR mod = 1 | FAS-TE inh = -3 | MsrA inhibitor = -0.7 | MT1-MMP act inh = 0 | TbMetRS inhib = -0.2

Rows are unselected; 4% or so of the library scored in one or more.
